Assay outcomes: PubChem BioAssay, Vanderbilt High Throughput Screening Facility
Cav32 inh: human Cav3.2 channel inhibition, primary screen | O95180 | Cav3.2-expressing cells, Fluo-4 calcium fluorescence FDSS; hits give low values | B-score at 10 µM | hit rate 4% among 100,000 | AID 449739;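 active = single-dose well whose peak fluorescence ratio is a statistical outlier from its plate by either plate-standardised score or position-corrected B-score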
Active calls of the source: *.

Sample of the layout (2 entries):
item	SMILES	Cav32 inh
1	COCCn1cnnc1SCC(=O)c1ccc(S(=O)(=O)N2CCCC2)cc1	-0.011
2	CSc1cccc(NC(=O)Nc2ccccc2)c1	-2.3

The whole of this part (from the top)
item	SMILES	Cav32 inh
1	COCCn1cnnc1SCC(=O)c1ccc(S(=O)(=O)N2CCCC2)cc1	-0.011
2	CSc1cccc(NC(=O)Nc2ccccc2)c1	-2.3
3	Cc1ccc(C)c(NC(=O)c2ccc(OC(=O)c3ccco3)cc2)c1	-1.9
4	Cc1cc(=O)oc2cc(OCC3CC(c4ccc(Br)cc4)=NO3)ccc12 (stereo not given)	-0.82
5	O=C1c2ccccc2NC(c2cnc3ccccc3n2)N1O (stereo not given)	1.3
6	CCN(CC)CCNC(=O)Cn1nc(Cc2cccnc2)c2ccccc2c1=O	0.68
7	O=C(Nc1ccccc1C(=O)NC1CCCCC1)c1ccco1	-0.34
8	O=C(CSc1nnc(-c2ccccc2Cl)o1)Oc1ccc(Br)cc1	0.2
9	O=C(OCCN1CCCC1=O)c1cncc(Br)c1	1.6
10	Cc1nnc(N/N=C/c2cc([N+](=O)[O-])c(N3CCC(C)CC3)cc2N2CCC(C)CC2)n1N	-6.7*
11	CN1C(=O)CC(C(=O)Nc2ccc(F)cc2)SC1=Nc1ccc2c(c1)OCO2 (stereo not given)	-2.7
12	Oc1cccc(C=NCc2ccccc2)c1	-1.1
13	Cc1cccc(N2CCN(C(=O)c3cc4n(n3)C(C(F)(F)F)CC(c3ccco3)N4)CC2)c1C (stereo not given)	0.19
14	Cn1ccnc1C(=O)c1cc(=O)c2ccccc2o1	0.26
15	N#CC(C#N)=c1ccc2c(c1)NC1(CCCCC1)N=2	0.86
16	CCOC(=O)c1nn(-c2ccccc2C)c(=O)c(C#N)c1C	0.69
17	COc1cc2c(cc1OC)C[N+](C)(C)CC2	-0.34
18	CC(C)(C)c1ccc(C(=O)NNC(=O)C(=O)N2CCCCC2)cc1	-0.81
19	CCN(C(=O)CN1CCN(c2ccccc2)CC1)c1c(N)n(Cc2ccccc2)c(=O)[nH]c1=O	0.43
20	Cc1nc(C(=O)NCc2ccccc2)sc1C1(C)CC(c2ccccc2)=NO1 (stereo not given)	-2.7
21	CC1S/C(=C(\C#N)C(=O)NCc2ccco2)N(Cc2ccco2)C1=O (stereo not given)	0.5
22	CCOC(=O)C1CCN(c2cc(=O)n(C3CCCCC3)c(=O)[nH]2)CC1	0.83
23	Cc1oc2c(c1C(=O)Nc1cccc(C(=O)O)c1)CCCC2	0.21
24	O=c1c2c3c(sc2nc2sc(C4CC4)nn12)CCCC3	-0.28
25	CC(C)Oc1ccc(CNC(=O)Cn2c(=O)oc3ccccc32)cc1	-1
26	Cc1nc2cc(-c3ccc(Cl)cc3)nn2c(C)c1CCC(=O)NC(C)c1ccc2c(c1)OCCO2 (stereo not given)	-3.3
27	O=C(COc1ccc(-n2cnnn2)cc1)N1CCN(c2ccc(F)cc2)CC1	1
28	CCCC(=O)Nc1nc(C(=O)OCC)cs1	0.32
29	CC(C)CCOCC(=O)Nc1cccc(C(=O)O)c1	1
30	COc1ccc(C2C=C(c3ccccc3)Nc3nc(CCCO)nn32)cc1 (stereo not given)	-1.1
31	CCn1nnc2sc3c(c2c1=O)CCC(C)C3 (stereo not given)	0.0062
32	COc1cccc(-c2nnc(SCC(=O)N(C(C)C)C(C)C)o2)c1	-1.7
33	CCOc1cc(CNCc2ccccn2)ccc1OCC(=O)NC1CCCCC1	1.4
34	O=C(CCl)Oc1ccc2occ(C(=O)c3cccs3)c2c1	0.59
35	CCC(=O)c1ccc(OCC(O)CN2CCCCC2)cc1 (stereo not given)	0.016
36	O=C(CCS(=O)(=O)Cc1ccccc1)NCc1ccco1	1.3
37	COc1cccc(NC(=O)C2CC(=O)N=C(N)S2)c1 (stereo not given)	-1.1
38	O=C(Oc1cccc(N2C(=O)CCC2=O)c1)C1CC(=O)N(c2ccc(Br)cc2)C1 (stereo not given)	-3.4
39	CCOC(=O)C1=C(C)C(c2ccccc2O)NC(=O)N1 (stereo not given)	0.041
40	Cn1c(=O)oc2cc(S(=O)(=O)N3CCN(c4cccc(Cl)c4)CC3)ccc21	0.24
41	COc1ccc(-c2cc(=Nc3ccc(C)cc3)c3ccccc3o2)cc1	-0.75
42	O=S1(=O)N=C(N2CCc3ccccc3C2)c2ccccc21	1.6
43	O=C1CC(c2ccccc2)Cc2nc3nc(C(F)(F)F)nn3cc21 (stereo not given)	-0.13
44	CCCOc1ccc(Cn2c(O)cc(=O)[nH]c2=O)cc1	-0.26
45	COC(=O)NC1(C(F)(F)F)NC(=O)N(C2CCCCC2)C1=O (stereo not given)	0.59
46	Oc1c(C(c2ccccc2)N2CCc3ccccc3C2)sc2ncnn12 (stereo not given)	0.21
47	Cc1ccc2nc(-c3ccc(NC(=S)NC(=O)C(C)C)cc3)sc2c1	-0.12
48	Cn1nc2c(c1C(=O)O)CCCC2	0.14
49	COc1ccc(S(=O)(=O)NCCc2csc(-c3cccnc3)n2)cc1	1
50	O=C(CS(=O)c1cccc(Cl)c1)Nc1ccccc1Cl (stereo not given)	0.015

A section of the results above, as a working copy:
item	SMILES	Cav32 inh
26	Cc1nc2cc(-c3ccc(Cl)cc3)nn2c(C)c1CCC(=O)NC(C)c1ccc2c(c1)OCCO2 (stereo not given)	-3.3
27	O=C(COc1ccc(-n2cnnn2)cc1)N1CCN(c2ccc(F)cc2)CC1	1

The results go on.
item	SMILES	Cav32 inh
51	COc1ccc(NC(=O)N(Cc2ccc3c(c2)OCO3)C2CC(=O)N(c3ccc(OC)cc3)C2=O)cc1 (stereo not given)	1.2
52	Cc1cc(C(=O)CN2C(=O)c3ccccc3S2(=O)=O)c(C)n1-c1ccccc1	-3.4
53	O=c1[nH]cnc2c1cnn2Cc1ccccc1	-0.046
54	CCC(CC)NC(=O)c1cc2c(C)nn(Cc3ccccc3Cl)c2s1	0.063
55	O=C(CCn1nnc(-c2cccs2)n1)NC1CCCCC1	0.65
56	COc1ccc(/C=C/C(=O)Oc2cccc(/C=N/NC(=O)c3cccc(F)c3)c2)cc1	-0.99
57	C(=N\n1cnnc1)/c1cccc(Oc2ccccc2)c1	0.69
58	O=C(CCN1CCc2ccccc2C1)Nc1cccc(F)c1	-0.87
59	CCOC(=O)Cn1c(SC)nc2sc3c(c2c1=O)CC(C)(C)OC3	-0.49
60	CCc1cc2cc(C)cc(C)c2nc1SCC(=O)N1CCN(C(=O)c2ccco2)CC1	-1.5
61	O=C(CN1CCSCC1)N/N=C/c1ccc(F)cc1F	0.74
62	CC(C)(C)NCCCCOc1ccccc1F	0.93
63	COc1cc(C(=O)Nc2ccc(NC(=O)C(C)C)nc2)cc(OC)c1OC	-0.29
64	COCCNC(=O)C1CC(=O)N(CCc2ccccc2)C1 (stereo not given)	0.056
65	Cc1nnc(NC(=O)C2(c3ccccc3)CCOCC2)s1	0.33
66	NC(=O)CSc1nnc(-c2cccc(S(=O)(=O)N3CCOCC3)c2)n1C1CCCCCC1	0.97
67	CCCOC(=O)Nc1cc(OC)c(Cl)cc1OC	-0.59
68	O=C(NCC1CC1)c1cc(-c2ccccc2)nn1CC1CC(c2cccc([N+](=O)[O-])c2)=NO1 (stereo not given)	-0.6
69	COc1ccc(OC)c(S(=O)(=O)NCCc2cn3ccsc3n2)c1	0.57
70	Cc1ccc(S(=O)(=O)N2CCCOC2)cc1	-0.076
71	Cc1ccc2c(c1)N(CC(=O)NC1CCCCC1C)C(=O)CO2 (stereo not given)	1.6
72	c1cc2[nH]snc2c2nc(C3CC3)nc12	-0.29
73	O=C(COC(=O)C1=COCCO1)Nc1ncc(C(F)(F)F)cc1Cl	1.4
74	Cc1ccccc1CN1CCN(CC2CC3C=CC2C3)CC1 (stereo not given)	0.7
75	CCOc1nc(-c2ccccc2Cl)ccc1C#N	-2.8
76	O=C(COC(=O)CC12CC3CC(CC(C3)C1)C2)Nc1ncc(Cl)cc1Cl	-5.9*
77	Cc1cc(C)n2nc(CCc3ccccc3)nc2n1	0.021
78	CC1(C)CC(=O)C2=C(C1)Oc1nc3ccccc3cc1C2C(C#N)C#N (stereo not given)	1.7
79	COc1ccc(N2CCN(CCCNC(=O)CC3Oc4ccc(C)cc4NC3=O)CC2)cc1 (stereo not given)	0.25
80	CCOC(=O)c1ccc(Nc2ncnc3nc[nH]c23)cc1	-0.18
81	CN(C)c1ccc(CNn2cnnc2SCc2ccccc2F)cc1	0.46
82	Cc1c(C(=O)Nc2ccc(OC(F)(F)F)cc2)sc2nc3n(c(=O)c12)CCC3	0.64
83	Cc1ccc(C)n1-c1ccc(C(=O)N2CCOCC2)cc1	0.44
84	COc1ccc(Cn2c(C)c(C)c(C#N)c2NC(=O)Nc2ccc(F)cc2)cc1	1.2
85	CCCCCC(=O)Nc1cccc(C2=NOC3(C2)C[C@@H](C(N)=O)N(C(=O)c2ccc(OC)cc2)C3)c1 (stereo not given in full)	0.27
86	Cn1c(N)c(C(=O)COC(=O)C2CCCCC2)c(=O)n(C)c1=O	0.81
87	COc1ccc(NC(=O)CCNS(=O)(=O)c2ccc(Br)s2)cc1	-0.48
88	COC(=O)c1c(NC(=O)CC2SCC(C(=O)OC)NC2=O)sc2c1CCCC2 (stereo not given)	-0.47
89	CCOc1cccc(-c2nnc3sc(C4CCCCC4)nn23)c1	-3.4
90	CCOc1cccc2cc(C(=O)Nc3nccs3)c(=O)oc12	0.18
91	C#CCSc1nnc(-c2ccc(C)cc2)o1	0.24
92	COc1ccc(OC)c(-c2nc3c(C)n[nH]c(=O)c3[nH]2)c1	-0.35
93	COCCSc1nnc(NC(=O)CSCc2ccccc2)s1	0.34
94	CCc1ccccc1NS(=O)(=O)c1cc(C)ccc1OC	-2.3
95	O=C(O)CN=C1NC2(CCCCC2)Cc2ccccc21	-0.12
96	Cc1cc(NC(=O)CSc2nnc(-c3ccccc3)n2Cc2ccco2)no1	1.8
97	CC(C)CCn1c(SCC(=O)OCn2nnc3ccccc3c2=O)nc2ccccc2c1=O	-0.41
98	COc1cccc(-c2nnc(NC(=O)Cc3cccs3)s2)c1	-0.68
99	Cc1ccc(-n2nnc3c(=O)oc4ccccc4c32)cc1	0.13
100	COc1cc(C(=O)Nc2nc3ccc(S(=O)(=O)N4CCOCC4)cc3s2)cc(OC)c1OC	0.15

Three structures already listed, arranged by SMILES length, lowest first:
item	SMILES	Cav32 inh
31	CCn1nnc2sc3c(c2c1=O)CCC(C)C3 (stereo not given)	0.0062
93	COCCSc1nnc(NC(=O)CSCc2ccccc2)s1	0.34
6	CCN(CC)CCNC(=O)Cn1nc(Cc2cccnc2)c2ccccc2c1=O	0.68

Continued.
item	SMILES	Cav32 inh
101	O=C(c1ccco1)N1CCN(C(=O)c2cc(-c3ccccn3)nc3ccc(Cl)cc23)CC1	0.66
102	COc1ccc(CN(CC2CCCO2)C(=O)CN2C(=O)COc3ccccc32)cc1OC (stereo not given)	1.4
103	Cc1nn(C(C)C(=O)Nc2sc3c(c2C#N)CCCC3)c(C)c1[N+](=O)[O-] (stereo not given)	-3.3*
104	Nc1cc(N)nc(SCC(=O)Nc2ccc(Br)cc2Cl)n1	0.32
105	CSc1cc(-c2ccc(Cl)cc2)c(C(=O)NN)s1	-0.94
106	Cn1cc(/C=N/n2cnc3scc(-c4ccc(Cl)cc4)c3c2=O)c2ccccc21	-2.4
107	Cc1noc(NS(=O)(=O)c2ccc(N/C=C/C(=O)c3ccccc3)cc2)c1C	0.32
108	CC1CCc2c(sc(NC(=O)C(=O)NCc3ccco3)c2C#N)C1 (stereo not given)	0.6
109	C/C(=C1/SC(N2CCOCC2)=NC1=O)c1ccc(Cl)cc1	-0.078
110	N=c1c(C(=O)NCc2ccc(F)cc2)cc2c(=O)n3ccccc3nc2n1Cc1cccnc1	-0.46
111	CCOc1ccc(N(CC)S(=O)(=O)c2ccc3c(c2)n(C)c(=O)c(=O)n3C)cc1	0.042
112	Nc1nc(SCC(=O)NCc2ccccc2)n[nH]1	0.27
113	Cc1ccc(S(=O)(=O)N2CCN(C(=O)c3cccc(F)c3)CC2)cc1	0.42
114	O=C(N1CCOCC1)N1CCN(c2ccc(F)cc2)CC1	-0.19
115	NC(=O)[C@@H]1CC2(CC(c3cccc(NC(=O)[C@H]4CCC(=O)N4)c3)=NO2)CN1C(=O)c1ccc(Cl)cc1 (stereo not given in full)	0.013
116	O=C1C2C3C=CC(C3)C2C(=O)N1c1cccc2cccnc12 (stereo not given)	0.1
117	COc1ccc(/C=N/Nc2nc3ccccc3o2)cc1OC	0.75
118	CCC(=O)Nc1cc(C(=O)OCC(=O)c2ccc(Cl)cc2Cl)ccc1C	-0.55
119	C=CCN1c2ccccc2[C@]23C[C@@H](C(=O)OC)N(C(=O)C4CCC4)C2=NC(C(=O)OC)=C(C(=O)OC)[C@H]13	-1.7
120	Cn1nnnc1SCC(=O)Nc1ccccc1Cl	0.12
121	O=C1CC(Sc2nnnn2C2CCCCC2)C(=O)N1c1ccccc1 (stereo not given)	0.098
122	CCN(CC)C(=O)c1cc2c(=O)n3ccccc3nc2s1	1.4
123	CC1(C(=O)NC2CCCCCCC2)CC1(Cl)Cl (stereo not given)	0.06
124	CC1(C(=O)O)CCC(C(=O)Nc2ccccc2)C1(C)C (stereo not given)	0.19
125	Cc1ccc(CSc2nc3ccncc3n2CC(=O)Nc2cc(C)cc(C)c2)cc1	0.051
126	CC(=O)Nc1cccc(NC(=O)CCn2cnc3cc(C)c(C)cc32)c1	0.28
127	Cc1ccnc(N2C(=O)c3ccccc3C2Nc2cccc(C)c2C)c1 (stereo not given)	-0.84
128	Cn1c(=O)cc(N2CCc3ccccc32)[nH]c1=O	0.75
129	O=C(NC12CC3CC(CC(C3)C1)C2)C1CCCN1C(=O)NC1CCCCC1 (stereo not given)	2
130	CCc1nc(N2CCOCC2)c(C#N)c2c1COC(C)(C)C2	-0.073
131	CCOC(=O)c1c(C)[nH]c(C)c1C(=O)CSc1nnnn1-c1ccccc1	0.038
132	CC(C)CN(C(=O)COC(=O)Cc1n[nH]c(=O)c2ccccc12)C1CCS(=O)(=O)C1 (stereo not given)	0.047
133	CCc1nnc(NC(=O)c2cccs2)s1	-0.19
134	CCCC(=O)Nc1cc(C)c(NC(=O)c2ccncc2)cn1	1.1

An excerpt; rates above refer to the full screens.
